TGFb inhibitor – qHTS for Inhibitors of TGF-b. Potency, µM (titrated, usually from 46.1 µM), for inactives: at the top dose activity, negative = inhibition, hits mostly inhibitors. HepG2 CAGA-GFP TGF-b/SMAD3 reporter, GFP fluorescence, 18 h; TGF-beta stimulated, 500 pg/mL final. actives 1.2% (n = 410,000). AID 588855, 2011; also: potency is read from the fitted curve at half-maximal effect; % is scaled to controls: 0 for no effect and ±100 for the full control effect; nearly all actives have a fitted effect of over 65% in size
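HEPG2 CAGA-GFP, 1000 cells/well; 2 h settle, 37 C; cpd via pin tool; TGF-b 500 pg/mL final; 18 h, 37 C; GFP imaging ex488/em500-530; %Activity normalised to -TGF-b and +DMSO controls; CRC fit, curve class.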
A549 tox – Nrf2 qHTS screen for inhibitors: counterscreen for cytotoxicity; A549 ARE-Fluc cells, CellTiter-Fluor viability, 18-24 h; Potency, µM (titrated, usually from 46 µM), without a hit: at the highest dose activity change, negative = cytotoxicity, actives largely listed as inhibitors; actives 0.16% (n = 390,000); also: potency is read from the fitted curve at half-maximal effect; % is scaled to controls: 0 for no effect and ±100 for the full control effect
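A549 ARE-Fluc cells in 5% FBS OPTI-MEM, 5000 cells/well, rested 2 h then exposed to compounds in concentration-response for 18-24 h at 37 °C. Viability by CellTiter-Fluor fluorescence (Ex 405/Em 525) after 30 min; luciferase luminescence (BugLite, 15 min, RT) read afterwards.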
Nrf2 inh – Nrf2 qHTS screen for inhibitors; A549 ARE-Fluc reporter, luciferase luminescence, 18-24 h; Potency, µM (highest dose often 46 µM), without a hit: at the top dose activity change, negative = inhibition, usual class: inhibitors; actives 2.1% (n = 360,000); AID 504444, 2011; also: potency is read from the fitted curve at half-maximal effect; % is scaled to controls: 0 for no effect and ±100 for the full control effect; nearly all actives have a fitted effect of over 60% in size
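Reporter: ARE-Fluc in A549. Exposure: 18-24 h, 37 °C, 5% CO2, 5% FBS OPTI-MEM. Readouts: fluorescent cytotoxicity (CellTiter-Fluor), then luminescent Nrf2 signal after BugLite.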
Akt phos inh – HTS Assay for Inhibitors of Akt Phophorylation: Primary Screen. AID 651550, 2012. actives 0.32% (n = 360,000). Neuro2A IGF-stimulated pAkt S473 HTRF, 20 min; hits give low values. activity change, % for hits at 50 µM; in the data active = activity change below about -80%; inconclusive = mostly about -51% to -80%; also: % is scaled to controls: 0 for no effect and ±100 for the full control effect
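Neuro2A cells in DMEM with 0.5% FBS, overnight at 37 deg C, given compound at single 50 µM final, then IGF (6 nM final) for 20 min at 37 deg C. Lysed; phospho-Akt Ser473 by HTRF after 24 h, 665/615 ratio.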
HepG2 viability – qHTS for Inhibitors of TGF-b: Cytotox Counterscreen; HepG2 CAGA-GFP viability, ATP luminescence, 18 h; Potency, µM (titrated, usually from 46.1 µM), without a hit: at the top dose activity change, negative = cytotoxicity, actives largely listed as cytotoxic; actives 0.76% (n = 410,000); also: potency is read from the fitted curve at half-maximal effect; some results filed as inactive show a strong effect at the top dose
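HepG2 CAGA-GFP cells (1000/well, DMEM with 1% FBS) received compound, then TGF-beta at 500 pg/mL final, and were incubated 18 hours at 37 degrees C. Viability was read by CellTiter-Glo luminescence. Media-only wells were set as complete cell-killing and DMSO as no toxicity.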
CCT chaperon mod – High-Throughput Screening for Modulators of Cytosolic Chaperonin Activity; purified chaperonin ATPase assay, HTRF ADP detection, 30 min; activity change, % (no concentration beside the values), hits read low; actives 0.3% (n = 360,000); AID 651819, 2012; in the data active = activity change below about -30%; also: % is scaled to controls: 0 for no effect and ±100 for the full control effect
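We incubate TRiC, 40 or 20 nM final, with library compounds at 76 uM and 10 uM ATP for 30 min at 37 °C. ADP formed is detected with Transcreener HTRF reagents after 30 min at room temperature.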
Mm-Cpn inhibitor – Inhibitors of TCP-1 ring complex (TRiC) of Methanococcus maripaludis (MmCpn): qHTS; Chaperonin Mm-Cpn (Methanococcus maripaludis); purified Mm-Cpn ATPase, ADP Transcreener TR-FRET; Potency, µM (top dose mostly 76.9 µM), for inactives: top-dose activity, negative = inhibition, usual class: inhibitors; actives 0.031% (n = 330,000); also: potency is read from the fitted curve at half-maximal effect; % is scaled to controls: 0 for no effect and ±100 for the full control effect; nearly all actives have a fitted effect of over 80% in size
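Quantitative HTS used 25 nM Mm-CPN and 10 uM ATP in magnesium/KCl Tris buffer, pH 7.4, with 1 mM DTT. Hydrolysis ran 30 min at 37°C; ADP was read by HTRF.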
ATXN viability – Viability Counterscreen for Primary qHTS for Inhibitors of ATXN expression | actives 0.49% (n = 400,000) | S2 cells (HEK-293 line with an ATXN2-luciferase reporter) viability, CellTiter-Fluor protease fluorescence, 24 h | Potency, µM (series often up to 56.7 µM), hits mostly cytotoxic | AID 651635, 2014; also: potency is read from the fitted curve at half-maximal effect; nearly all actives have a fitted effect of over 40% in size
Nrf2 ARE act – qHTS of Nrf2 Activators | AREc32 ARE-luciferase reporter (MCF7-derived line), luminescence, 24 h | Potency, µM (doses to about 46.1 µM), inactives show at the highest dose activation, usual class: activators | actives 0.31% (n = 410,000) | AID 624171, 2012; also: potency is read from the fitted curve at half-maximal effect; % of control where 0% means no effect; nearly all actives have a fitted effect of over 65% in size
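Quantitative high-throughput format: AREc32 reporter cells, 1000 per well, received compound by pin transfer and were incubated 24 hr at 37 deg C, 5% CO2, before Steady-Glo luminescence detection.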
* marks the source's active call; other numbers are inactive results; i = inactive; ? = inconclusive; . = no result given; [ ] = another dose, or the depositor's remark. Unless noted, calls follow the shape of the dose curve; as a rule, active = well fitted curve in the direction sought with a large enough effect; inconclusive = small, poorly fitted or top-dose-only effect, or another doubt; inactive = no such curve, though single readings can be large; an effect the other way counts as inactive or inconclusive.

SMILES,TGFb inhibitor,A549 tox,Nrf2 inh,Akt phos inh,HepG2 viability,CCT chaperon mod,Mm-Cpn inhibitor,ATXN viability,Nrf2 ARE act
CCNC(=S)N1C2CCC1CC(NC(=O)Nc1ccc(C(=O)OCC)cc1)C2 (configuration not stated),0%,1%,-8%,i,0%,-1.6,0%,i,0.4%
Clc1cccc2c3c([nH]c12)CCNC3,7%,6%,8%,i,-14%,3.0,1%,i,2.0%
COc1ccc(N(C(=O)c2ccco2)C(C(=O)NC2CCCC2)c2ccc(N(C)C)cc2)cc1 (configuration not stated),19%,-11%,-3%,i,-19%,-0.9,0%,i,-0.2%
O=C(CSc1nnc2[nH]c(=O)cc(-c3ccccc3)n12)Nc1ccc(F)cc1F,-10%,3%,.,.,-14%,.,.,.,9.2%
O=C(COC(=O)Cc1ccc(Cl)cc1)Nc1ccccc1-c1ccccc1,0%,8%,-4%,i,-24%,-3.1,0%,i,0.1%[9.22 µM]
COc1ccc(NC(=O)C2CCCN(S(=O)(=O)c3cccnc3)C2)cc1OC (configuration not stated),1%,1%,-6%,i,9%,-0.2,-1%,i,-0.3%
COc1ccc(N2C(=O)C(Cl)=C(N3CCCC(C)C3)C2=O)cc1 (configuration not stated),-12%,-2%,11%,i,6%,-2.7,0%,i,2.4%
Cc1ccc(Cn2c(CN3CCC(C(=O)O)CC3)cc3ccccc32)cc1,.,15%,5%,.,-25%,.,.,.,12%
O=C(CSC1=NCCN1)Nc1ccccc1[N+](=O)[O-],-29%,-5%,10%,i,-2%,1.3,-7%,i,15%
N#C/C(=C\c1ccc(O)c(O)c1)C(=O)N1CCCC1,-6%,-17%,7%,i,-28%,-1.5,1%,?,25%
CCOc1ccc(CNC(=S)N/N=C/c2ccc(OC)c(OC)c2)cc1,?,-1%,-16%,i,1%,0.9,2%,i,0.9%
Cc1noc(/C=C/N(C)C)c1S(=O)(=O)N1CCCC(C(=O)N2CCCCC2)C1 (configuration not stated),-12%,-2%,-5%,i,-20%,0.6,0%,i,0.5%
CCOC(=O)c1c(C)[nH]c(C(=O)CSc2ccc(Cl)cc2)c1C,2%,?,-22%,i,-2%,-0.6,0%,i,0.7%
O=C(COC(=O)C1CC2C=CC1C2)Nc1ccccc1F (configuration not stated),-7%,-2%,3%,i,0%,0.0,1%,i,3.9%
Cc1ccc(-n2ncc3c(SCC(=O)NNC(=O)c4ccco4)ncnc32)cc1,-11%,-1%,?,i,-11%,-0.8,-3%,i,2.8%
CCc1ccc2c(CN3CCN(S(=O)(=O)c4cccs4)CC3)cc(=O)oc2c1,-8%,7%,?,i,-21%,-4.1,1%,i,1.4%
CC1Cc2ccccc2N1S(=O)(=O)c1cccc(C(=O)NC2CC2)c1 (configuration not stated),-7%,-7%,?,i,3%,-1.4,3%,i,-0.1%
CN(C)CCCNC(=O)c1ccccn1,-9%,-4%,2%,i,1%,-5.0,0%,i,-0.2%
CC(=O)N1C[C@H]2CON(C)[C@H]2C[C@H]1c1ccc(-c2ccccc2)cc1,2%,.,.,i,-2%,-3.7,.,i,-0.7%
COc1ccccc1N1C[C@@H]2C[C@@H](c3ccco3)N3CCC[C@@]23C1=O,4%,-2%,13%,i,3%,1.3,1%,i,0.4%
CCSC1=C(C#N)C(c2cccc(OC)c2)CC(=O)N1 (configuration not stated),-2%,-3%,.,i,4%,0.9,0%,i,-0.7%
C#CCNc1nc(CC)nc2c1nnn2Cc1ccccc1F,-10%,5%,4%,i,-4%,-0.4,2%,i,2.4%
Cc1cc(C)cc(OCC(=O)OC(C)C(=O)Nc2ccc(Cl)cn2)c1 (configuration not stated),?,0%,5%,i,0%,0.5,2%,?,0.6%
CN(C)C(=O)c1cc(S(=O)(=O)N(C)C)c(Cl)cc1N1CCCC1,5%,-6%[1.84 µM],-3%,i,5%,0.8,0%,i,-0.2%
CC(=O)CC(c1ccccc1)S(=O)(=O)c1ccc(C)cc1 (configuration not stated),0%,1%,-5%,i,-3%,-0.3,-2%,i,0.4%
Cc1ccccc1C(=O)OCC(=O)NCc1ccco1,2%,1%,15%,i,-9%,0.4,-3%,i,?
COc1ccc(OC)c(NC(=O)CCN2C(=O)c3ccccc3C2=O)c1,?,-6%,-11%,i,-17%,0.6,-1%,i,-0.7%
COCCNC(=S)N/N=C(\C)c1ccc2cc(OC)ccc2c1,?,?,-4%,i,-21%,1.6,-9%,i,6.2%
COc1cc2c(cc1OC)CN(c1ccc(C(N)=O)cc1[N+](=O)[O-])CC2,6%,1%,?,i,-8%,-1.6,-1%,i,3.2%
Cc1ccc(CNCCCSc2nc(C)cc(C)n2)cc1,1%,-3%,8%,i,-28%,-0.3,-4%,i,-0.3%

Entries above that have a cyano group:
SMILES,TGFb inhibitor,A549 tox,Nrf2 inh,Akt phos inh,HepG2 viability,CCT chaperon mod,Mm-Cpn inhibitor,ATXN viability,Nrf2 ARE act
N#C/C(=C\c1ccc(O)c(O)c1)C(=O)N1CCCC1,-6%,-17%,7%,i,-28%,-1.5,1%,?,25%
CCSC1=C(C#N)C(c2cccc(OC)c2)CC(=O)N1 (configuration not stated),-2%,-3%,.,i,4%,0.9,0%,i,-0.7%

Next section:
SMILES,TGFb inhibitor,A549 tox,Nrf2 inh,Akt phos inh,HepG2 viability,CCT chaperon mod,Mm-Cpn inhibitor,ATXN viability,Nrf2 ARE act
COc1ccc(-c2c[n+]3c(n2-c2ccc(C)cc2)CCCCC3)cc1,?,-18%,?,i,-25%,0.1,1%,?,4.0%
O=C(O)c1ccc(C(S(=O)(=O)c2ccccc2)S(=O)(=O)c2ccccc2)cc1,-6%,.,.,i,9%,0.2,.,i,-0.9%
Clc1ccccc1CSc1nnc(-c2ccco2)c(-c2ccco2)n1,-21%,-4%,-21%,i,-30%,-1.6,0%,i,?
COc1ccc(CCNC(=O)C(=O)Nc2ccc3c(c2)OCO3)cc1OC,21%,4%,29%,i,2%,0.1,-4%,i,2.4%
COc1ccc(-c2cn(CCCOCc3ccccc3)nn2)cc1,-12%,10%,-8%,i,-17%,-1.4,0%,i,-0.2%
CCC(=O)Nc1c(C)ccc2nsnc12,3%,-1%,-8%,i,-11%,0.4,-2%,i,-0.6%
COc1ccccc1N1CCN(C(=O)c2cccs2)CC1,-4%,0%,1%,i,-14%,-1.0,0%,i,0.1%
CCN(CC)C(=O)/C(=C/c1ccc2c(c1)OCO2)NC(=O)c1ccc(Br)cc1,-3%,-8%,-21%,i,12%,-1.3,2%,i,-0.9%
COCCCNC(=O)CNC(=O)c1cn(-c2ccccc2OC)c(=O)c2ccccc12,6%,0%,-3%,i,14%,0.4,0%,i,-0.2%
CCOc1ccc(-c2nc3n(c(=O)c2C#N)CCS3)cc1,14%,5%,23%,i,19%,1.4,1%,i,1.8%
CC(C)(C)c1cnnn1-c1ccc(/C=N/Nc2ccc([N+](=O)[O-])cc2)cc1,-33%,16µM*,?,i,-22%,-3.4,-1%,i,-1.6%
COc1ccc(-c2nc3ccccc3n2OCC(=O)O)cc1,0%,1%,-22%,i,-188%,1.5,-3%,i,0.0%
COc1ccc2nc(/C(C#N)=C\c3ccc(C(=O)O)cc3)[nH]c2c1,?,-14%,3%,i,-26%,2.6,-9%,i,9.6%
CS(=O)(=O)NCC(c1cccnc1)N1CCN(c2ccc(F)cc2)CC1 (configuration not stated),3%,-1%,-1%,i,1%,-0.7,-3%,i,0.2%
CCOC(=O)c1ccccc1NC(=O)C1CC(=O)N(C(C)(C)C)C1 (configuration not stated),-1%,0%,3%,i,-6%,-0.6,-1%,i,0.0%
CC(=O)c1cccc(NC(=O)c2c(C)nn(-c3ccccc3)c2Cl)c1,-4%,-2%,11%,i,-1%,-4.7,1%,i,6.7%
O=C(c1ccccc1)N1N=C(c2ccccc2)CC1(O)C(F)(F)F (configuration not stated),-8%,-4%,3%,i,-7%,0.6,1%,.,1.2%
CCOC(=O)c1ccc(NC(=S)N(CCN(C)C)C(C)c2ccncc2)cc1 (configuration not stated),14%,15%,3%,i,-21%,0.9,2%,?,0.2%
CCc1nnc(NS(=O)(=O)c2ccc(NC(=O)/C=C/c3ccc(F)cc3)cc2)s1,-2%,1%,14%,i,-2%,-0.2,1%,i,0.8%
C/C(CC(=O)NC12CC3CC(CC(C3)C1)C2)=N\NC(=O)c1ccc(C)cc1,-4%,-1%,11%,i,-11%,1.3,-1%,i,2.9%
O=C(COC(=O)c1cc(S(=O)(=O)N2CCOCC2)c(Cl)cc1Cl)NCc1ccco1,9%,-2%,2%,i,0%,-1.1,0%,i,7.3%
NC(=O)COC(=O)c1ccc(-c2ccc(O)cc2)cc1,4%,1%,5%,i,0%,-0.7,-4%,i,0.4%
O=C(CSc1nc2sc3c(c2c(=O)n1-c1ccccc1)CCCC3)N/N=C/c1ccccc1C(=O)O,-3%,-4%,-5%,i,-4%,-1.5,-1%,i,-0.4%
CCOc1ccccc1N(CC(=O)NCCSc1ccccn1)S(=O)(=O)c1ccccc1,14%,-6%,-6%,i,9%,0.3,0%,.,-0.7%
O=C(CCSc1ccccc1)NCCSCc1ccco1,-9%,2%,1%,i,-12%,-2.0,2%,i,-0.4%
